Source: PubChem
H1N1 NS1A inhibition: NS1A inhibition, H1N1 influenza, cell based functional assay (AID 504329). NS1A functional cell-based assay, percent inhibition; higher % means a stronger effect. 340,000 tested, 0.3% active. inhibition, % at 12.5 µM; hits with a dose series show IC50 in µM; in the data active means a potency from the dose series; inconclusive means inhibition above about 27% without an active follow-up result; further: strong numbers were not always called active
H37Rv inhibition: M. tuberculosis growth inhibition, HTS (AID 449762). M. tuberculosis H37Rv growth inhibition, 7H9 media; higher % means a stronger effect. one-dose inhibition, % at 25 µM; IC50 in µM for titrated hits. 330,000 tested, 0.59% active; in the data active means a potency from the dose series; inconclusive means inhibition above about 70% without an active follow-up result;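 further: bacterial growth assessed after seven days of incubation; strong numbers were not always called active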
inhibitors of VEEV: inhibitors of VEEV TC-83 cytopathic effect, confirmation, Vero cells (AID 588727); Vero cells, VEEV TC-83 cytopathic effect inhibition; higher % means a stronger effect; inhibition, % at 20 µM; hits with a dose series show IC50 in µM; 350,000 tested, 0.13% active; in the data active means a potency from the dose series; inconclusive means inhibition mostly from about 14% at the one dose, without a potency; inactive means the rest, 99 in 100 with inhibition below about 12%; further: strong numbers were not always called active
Salmonella PhoP GFP: Inhibition of PhoP regulon, Salmonella typhi GFP reporter cells, confirmation, 4 h (AID 1850) | Salmonella Typhi PhoP-promoter GFP reporter, fluorescence, 4 h; higher % means a stronger effect | inhibition, % at 50 µM; hits with a dose series show IC50 in µM | 310,000 tested, 0.33% active; in the data active means a potency from the dose series; inconclusive means inhibition mostly from about 25% at the one dose, without a potency; inactive means the rest, 99 in 100 with inhibition below about 19%;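 further: 0% = induced wells with vehicle and 100% = uninduced wells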
M. tuberculosis: growth inhibition of non-replicating M. tuberculosis (AID 488890); Mycobacterium tuberculosis non-replicating, growth inhibition; higher % means a stronger effect; one-dose inhibition, % at 25 µM; IC50 in µM for titrated hits; 320,000 tested, 0.39% active; in the data active means a potency from the dose series; inconclusive means inhibition mostly from about 82% at the one dose, without a potency; inactive means the rest, 99 in 100 with inhibition below about 76%;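 further: plate controls were DMSO cells for no effect and high antibiotic wells for full effect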
inhibitors of VEEV 10K pilot screen: further read-out of inhibitors of VEEV, marked with its call; inhibition, %; measured here: 10K pilot screen inhibition
Numbers without * were called inactive; i = inactive; ? = inconclusive; nt = no result given.

SMILES	H1N1 NS1A inhibition	H37Rv inhibition	inhibitors of VEEV	Salmonella PhoP GFP	M. tuberculosis	others
CC1CCC(C(C)C)C(OCC(O)CNC(C)(C)C)C1 (stereo unspecified)	-7%	-1%	i	4%	22%
O=C(Nc1cccc2ccccc12)N1CCN(Cc2ccccc2)CC1	-7%	11%	1.9%	3%	14%
O=C(c1cc2cc(F)ccc2[nH]1)N1CCN(Cc2ccc3c(c2)OCO3)CC1	-10%	0%	0.8%	8%	14%
COc1cc(OC)cc(-c2nc(-c3cccs3)no2)c1	-2%	1%	4.8%	12%	9%
CC(C)NS(=O)(=O)c1ccc(CCC(=O)N2CCc3ccccc3C2)cc1	7%	-2%	0.9%	22%	22%	inhibitors of VEEV 10K pilot screen=1.1
Cc1nc(C)c(C(=O)NNS(=O)(=O)c2ccccc2)s1	-3%	7%	0.3%	-4%	-14%
COCC1CCN(C(=O)c2ccc(OC)c(OC3CCN(C(C)C)CC3)c2)CC1	-4%	-17%	1.0%	6%	1%
CCCNC(=O)C1CCC(CNS(=O)(=O)c2ccc3c(c2)CC(C)N3C(C)=O)CC1 (stereo unspecified)	-2%	-4%	4.2%	-16%	-6%
O=S(=O)(c1ccccc1)C1(C2CC(c3ccccc3)=NO2)CC(O)C1 (stereo unspecified)	-5%	-1%	0.8%	4%	-3%
CC(C)(C)c1ccc(NC(=O)COC(=O)c2ccc(CN3CCCC3=O)cc2)cc1	3%	-15%	2.0%	nt	3%
CC(OC(=O)c1ccco1)C(=O)NCc1ccc2c(c1)OCO2 (stereo unspecified)	9%	1%	0.8%	7%	-28%
Cc1ccc(CNC(=O)COC(=O)Cc2ccc(-c3ccccc3)cc2)cc1	-3%	6%	0.2%	-4%	29%
CC(C)CC(=O)NC(c1cccs1)c1ccc2cccnc2c1O (stereo unspecified)	-1%	-3%	5.0%	2%	5%
COC(=O)c1c(NC(=O)CSc2nnc(-c3ccco3)n2Cc2ccccc2)sc(C)c1C	9%	0%	7.2%	3%	40%
Brc1ccc(-c2nc3ncccn3c2NC2CCCCC2)o1	9%	31%	5.5%	-3%	34%
CCN(CC)Cc1cc(NC2=NS(=O)(=O)c3ccccc32)ccc1OC(=O)C(C)C	7%	1%	3.4%	-2%	-2%
COc1ccccc1C1OCC(C)(C)CO1	-8%	nt	0.3%	nt	nt
O=S(=O)(Nc1ccccc1O)c1cccc2cccnc12	-14%	-1%	0.4%	-8%	16%
COc1ccc(CC(=O)N2CCN(c3ccc(C4=NNC(=O)CC4C)cc3)CC2)cc1 (stereo unspecified)	-1%	-2%	0.7%	-1%	15%
COc1cc(/C=N/NC(=Nc2ccc(C)cc2)c2nc3ccccc3s2)ccc1O	3%	?	i	-12%	31%

Quoted at random: 2 records from the list, in no set order.
SMILES	H1N1 NS1A inhibition	H37Rv inhibition	inhibitors of VEEV	Salmonella PhoP GFP	M. tuberculosis	others
O=S(=O)(Nc1ccccc1O)c1cccc2cccnc12	-14%	-1%	0.4%	-8%	16%
CCN(CC)Cc1cc(NC2=NS(=O)(=O)c3ccccc32)ccc1OC(=O)C(C)C	7%	1%	3.4%	-2%	-2%

New compounds follow.
SMILES	H1N1 NS1A inhibition	H37Rv inhibition	inhibitors of VEEV	Salmonella PhoP GFP	M. tuberculosis	others
c1ccc2c(c1)[nH]c1c(N3CCC4(CC3)OCCO4)ncnc12	1%	3%	9.9%	-3%	34%
Cc1cc(C(=O)N/N=C2\CC(=O)CC(C)(C)C2)c2ccccc2n1	5%	6%	i	-6%	15%
C=CCSc1ncc(-c2ccccc2)cn1	4%	3%	1.2%	9%	24%
Cc1cc(NC(=O)C2C3C(=O)N(CCC(C)C)C(C(=O)NCc4ccccc4)C34C=CC2(C)O4)no1 (stereo unspecified)	4%	2%	0.3%	-8%	7%
CC1CCc2c(c3ccccc3[nH]c2=O)O1 (stereo unspecified)	13%	-1%	2.2%	-38%	2%
COc1ccccc1NC(=O)C(C)Sc1nccn1C (stereo unspecified)	6%	-3%	1.4%	nt	-6%
Fc1ccc(N2N=C(c3cccs3)CC2c2ccccc2)cc1 (stereo unspecified)	-9%	16%	0.3%	-1%	38%
Brc1cc2c(cc1C1OCCCO1)OCO2	1%	nt	0.6%	nt	nt
COC(=O)c1ccc(N=Cc2c(C(F)(F)F)[nH]n(C)c2=O)cc1	3%	?	1.1%	-2%	-21%
Nc1ccc(-c2nc3ccc(C(=O)O)cc3s2)cc1	3%	-3%	2.0%	6%	30%
Cc1cccc(C)c1N1CCN(C(=O)Cn2cncn2)CC1	-2%	1%	0.7%	1%	4%
O=C(COC(=O)c1cccnc1Cl)NCc1ccco1	1%	0%	0.3%	9%	-1%
Cn1cccc1C(=O)OCc1nc2ccccc2c(=O)[nH]1	-3%	-14%	0.4%	nt	6%
COc1ccc(N2CCN(C(=O)c3cc4c(C)nc5ccccc5c4o3)CC2)cc1	9%	18µM*	11%	4%	40%
CCN(CC(=O)NCc1cccs1)C(=O)c1ccc(S(=O)(=O)N(C)C)cc1	-17%	-8%	0.2%	-2%	1%
CC(OC(=O)CNC(=O)c1ccc2ccccc2c1)C(=O)NC1CCCCC1C (stereo unspecified)	-3%	-17%	0.9%	-11%	-5%
NS(=O)(=O)c1ccc(CCNC(=O)CSc2ccsc2[N+](=O)[O-])cc1	12%	2%	1.7%	-16%	8%
O=C(NC1CCCCC1)C(c1cccnc1)N(C(=O)c1csnn1)c1ccccc1F (stereo unspecified)	5%	-7%	1.3%	12%	11%
CC(C)n1ncc2c(C(=O)Nc3ccc(CC#N)cc3)cc(C3CC3)nc21	-2%	-6%	11%	nt	-4%
Cc1cccc2cc(CN(CC3CCCO3)C(=S)Nc3ccccc3)c(=O)[nH]c12 (stereo unspecified)	-6%	1%	4.4%	12%	-9%
COCCN1C(=O)N(c2cccc(OC)c2)C(=O)C1CC(=O)Nc1ccc(OC)cc1 (stereo unspecified)	-8%	24%	1.3%	12%	24%
Cc1ccccc1N(CC(=O)O)S(C)(=O)=O	-20%	-5%	0.5%	-9%	2%
Cc1cc(Cl)c2oc(C(=O)N3CCN(c4cccc(C)n4)CC3)c(C)c2c1	-7%	54%	0.2%	-1%	nt
COc1cc(OC)c(OC)cc1CN1CCN(c2ccccc2OC)CC1	9%	-5%	1.3%	-11%	6%
CN(CC(=O)Nc1cccc(F)c1)C(=O)c1cn(-c2ccccc2)nc1-c1ccc(F)cc1	-19%	0%	6.6%	nt	15%
COc1ccc(S(=O)(=O)NC(CC(=O)O)c2ccco2)cc1 (stereo unspecified)	2%	-6%	0.5%	-11%	-9%
CCO[C@H]1OC(C(=O)N2CCOCC2)=C[C@@H](c2coc3ccccc3c2=O)[C@@H]1CCCO	3%	3%	0.5%	-4%	-2%
N#Cc1ccccc1OCC(=O)Nc1cccc(S(=O)(=O)N2CCCCCC2)c1	-4%	-2%	9.1%	nt	9%
Cc1ccc(C(=O)N2CCCCC2)cc1S(=O)(=O)N1CCOCC1	-11%	-2%	3.8%	7%	0%
COCc1nnc(NC(=O)CC(C)c2ccccc2)s1 (stereo unspecified)	-1%	2%	6.2%	3%	-10%
O=C(NCc1ccco1)c1cccn2c(=O)c3sccc3nc12	1%	-1%	3.8%	13%	5%
OCCNc1ncnc2c1cnn2Cc1ccccc1	-14%	-13%	i	9%	-5%
CCC(C)NC(=O)CSc1ncccc1C(=O)O (stereo unspecified)	-10%	-1%	i	-8%	-1%
Cc1ccccc1CN1C[C@@H]2C[C@@H](c3cn(C)nc3-c3ccccc3)N3CCC[C@@]23C1=O	8%	28%	2.4%	2%	71%
Cn1cnc(C(F)(F)F)c1-c1ccc([N+](=O)[O-])cc1	4%	-3%	1.0%	-2%	7%
COc1ccc(-c2sc3ccccc3c2-c2ccc(OCCN3CCCCC3)cc2)cc1	22%	?	i	nt	?
CCN(CC(=O)Nc1ccc(NC(C)=O)cc1)C(=O)/C=C/c1ccccc1	-16%	-1%	2.1%	5%	-2%
N#Cc1ccc(NC(=O)CN2C(=O)NC3(CCCC3)C2=O)cc1	-17%	4%	0.8%	14%	-21%
CCN(C(=O)CSc1nc2ccc([N+](=O)[O-])cc2s1)C1CCS(=O)(=O)C1 (stereo unspecified)	7%	-5%	0.8%	-4%	10%
O=C(NC1CCCCC1)c1cc(S(=O)(=O)N2CCOCC2)c(Cl)cc1Cl	7%	8%	i	-8%	-9%
CC(C)N(Cc1nc(-c2ccccc2)no1)C(=O)CN(C)S(=O)(=O)c1ccc(Br)cc1	24%	5%	i	-6%	5%
COc1cc(SC)ccc1C(=O)N(C)CC(=O)Nc1cccc2ccccc12	-1%	5%	2.7%	nt	0%
CC[C@@H](C)[C@H](NC(=O)OCc1ccccc1)c1nnc([C@@H](NC(=O)OCc2ccccc2)[C@@H](C)CC)o1	2%	1%	0.7%	-10%	-5%
Cc1cc2cc(C#N)c(NCCNC(=S)NCCCN3CCOCC3)nc2cc1C	6%	6%	1.0%	-7%	0%
COc1cc(C(Nc2ccc(S(=O)(=O)NCC3CCCO3)cc2)C(=O)NC(C)(C)C)cc(OC)c1OC (stereo unspecified)	-10%	2%	i	4%	9%
S=C(c1cn(Cc2ccccc2)c2ccccc12)N1CCOCC1	2%	-1%	0.9%	14%	20%
CCN(c1ccccc1)S(=O)(=O)c1ccc(C(=O)N(C)CCc2ccc(OC)c(OC)c2)cc1	1%	-10%	2.1%	-4%	8%
CC(=O)N1CCN(C(=S)c2cccc([N+](=O)[O-])c2)CC1	-4%	-7%	0.9%	-5%	-6%
COc1ccc(OC(=O)N(C)C)c(CN(C)C)c1	0%	5%	1.6%	8%	-8%
Oc1ccc(/C=N/Nc2cc(N3CCOCC3)nc(N3CCOCC3)n2)cc1	-1%	6%	7.5%	-7%	-3%
COc1ccc2cc(CCNC(=O)C(C)C)c(=O)[nH]c2c1	4%	-5%	0.8%	nt	nt
CN(C(=O)/C(N=Nc1cccc(C(F)(F)F)c1)=C(\O)C(F)(F)F)c1ccccc1	1%	-3%	i	-7%	16%
COc1ccc(OC)c(-n2c(-c3cc(-c4ccccc4)n[nH]3)n[nH]c2=S)c1	9%	-10%	5.9%	4%	-18%
Cc1ccc(C(=O)NCCc2ccccc2)cc1N1CCCC1=O	-9%	3%	5.8%	4%	7%
CCCCC(c1nnnn1CCOC)N1CCN(CC)CC1 (stereo unspecified)	4%	-3%	i	-12%	4%
CC(C)c1oc(=O)cc2c1[C@@H](O)[C@H]1OC(=O)[C@@]3(C)C[C@@H](O)[C@@H](O)[C@@]2(C)C13 (stereo partly specified)	-4%	-1%	13%	-3%	11%

Arranged by molar mass (falling): 6 of the compounds above
SMILES	H1N1 NS1A inhibition	H37Rv inhibition	inhibitors of VEEV	Salmonella PhoP GFP	M. tuberculosis	others
CCN(c1ccccc1)S(=O)(=O)c1ccc(C(=O)N(C)CCc2ccc(OC)c(OC)c2)cc1	1%	-10%	2.1%	-4%	8%
COc1cc(SC)ccc1C(=O)N(C)CC(=O)Nc1cccc2ccccc12	-1%	5%	2.7%	nt	0%
COc1ccc(OC)c(-n2c(-c3cc(-c4ccccc4)n[nH]3)n[nH]c2=S)c1	9%	-10%	5.9%	4%	-18%
CC(C)c1oc(=O)cc2c1[C@@H](O)[C@H]1OC(=O)[C@@]3(C)C[C@@H](O)[C@@H](O)[C@@]2(C)C13 (stereo partly specified)	-4%	-1%	13%	-3%	11%
S=C(c1cn(Cc2ccccc2)c2ccccc12)N1CCOCC1	2%	-1%	0.9%	14%	20%
CC(=O)N1CCN(C(=S)c2cccc([N+](=O)[O-])c2)CC1	-4%	-7%	0.9%	-5%	-6%
